Bioassay records as filed in PubChem.
ADAM10 inh: inhibits human ADAM10; AID 720582; inhibition, % at 7 µM; O14672; recombinant ADAM10, EDANS/DABCYL FRET peptide cleavage, 3 h; actives 0.62% (n = 370,000);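 active = inhibition above a per-campaign cutoff equal to the mean of compounds falling between control-based bounds plus 3 SD, cut at about 20% in these data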;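 also: 0% = DMSO wells while the 100% control is not disclosed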
SIAE inh: blocks human sialic acid acetylesterase; inhibition, % at 9.66 µM; actives 0.69% (n = 370,000); SIAE FP-Rh probe binding, fluorescence polarization; Q9HAT2; AID 1053197;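 active = inhibition above a cutoff: mean of compounds within the control limits plus 3 SD of those, cut at about 17% in these data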;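 also: 0% = plate median of compound wells and 100% = probe without SIAE protein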
Target sequence (Q9HAT2 whole entry, looked up): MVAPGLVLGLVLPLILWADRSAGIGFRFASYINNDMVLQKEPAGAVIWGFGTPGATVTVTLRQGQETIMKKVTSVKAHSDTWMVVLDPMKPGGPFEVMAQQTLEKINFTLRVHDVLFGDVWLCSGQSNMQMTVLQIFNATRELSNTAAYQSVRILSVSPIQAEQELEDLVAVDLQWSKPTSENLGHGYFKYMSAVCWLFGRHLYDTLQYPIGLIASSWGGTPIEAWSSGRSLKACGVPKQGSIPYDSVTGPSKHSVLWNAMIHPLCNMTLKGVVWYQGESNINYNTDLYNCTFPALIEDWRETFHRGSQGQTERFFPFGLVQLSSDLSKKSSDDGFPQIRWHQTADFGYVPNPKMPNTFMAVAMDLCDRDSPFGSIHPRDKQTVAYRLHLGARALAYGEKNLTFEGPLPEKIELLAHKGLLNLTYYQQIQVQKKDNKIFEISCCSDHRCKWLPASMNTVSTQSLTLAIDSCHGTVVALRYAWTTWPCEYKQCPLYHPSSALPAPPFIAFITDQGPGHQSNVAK
ASAP1 inh: blocks human ASAP1-stimulated Arf1 GTP hydrolysis | Q9ULH1 | GDP FP detection | inhibition, % at 16.5 µM | actives 0.19% (n = 360,000) | AID 624377; in the data active = inhibition above about 25%;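 also: 0% = vehicle with enzyme and substrate and 100% = no enzyme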
PLC-beta3 inh: inhibitors of human phospholipase C beta3 | Q01970 | Purified PLC-beta3, fluorogenic substrate, fluorescence | AID 720704 | actives 0.18% (n = 370,000) | inhibition, % at 12.2 µM; in the data active = inhibition above about 11%;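 also: 0% = median of compound wells on plate and 100% = full blocker control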
TDP2 absorb: blocks human TDP2 phosphodiesterase activity | O95551 | recombinant TDP2, T5PNP hydrolysis, p-nitrophenol absorbance 415 nm | inhibition, % at 12.8 µM | actives 0.34% (n = 370,000);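 active = inhibition above the mean of all tested compounds plus 3 SD, set per campaign, cut at about 25% in these data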;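 also: 0% = DMSO with enzyme and 100% = buffer with substrate but no TDP2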
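Assay system: recombinant human TDP2 / Reagent: T5PNP substrate at 5 mM, a TopII-DNA adduct mimic / Measured by: epi absorbance from released p-nitrophenol / Evaluation: % inhibition relative to enzyme-containing and enzyme-free wells / Control set: enzyme-free and DMSO wells / Replicates: each compound tested once, singlicate / Schedule: enzyme reaction with compound for 2 h at 37 °C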
DDE Tn6 FP inh: DD(E)-Tn6 binding inhibition, primary FP screen; P02675; Fibrin DD(E) TRITC-Tn6 fluorescence polarization displacement; inhibition, % at 8.3 µM; actives 0.21% (n = 370,000);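 active = inhibition above a per-campaign cutoff: mean of compounds within control limits plus 3 SD, cut at about 15% in these data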;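 also: 0% = median of all compound wells on the plate and 100% = blocking peptide control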
Target sequence (P02675 whole entry, looked up): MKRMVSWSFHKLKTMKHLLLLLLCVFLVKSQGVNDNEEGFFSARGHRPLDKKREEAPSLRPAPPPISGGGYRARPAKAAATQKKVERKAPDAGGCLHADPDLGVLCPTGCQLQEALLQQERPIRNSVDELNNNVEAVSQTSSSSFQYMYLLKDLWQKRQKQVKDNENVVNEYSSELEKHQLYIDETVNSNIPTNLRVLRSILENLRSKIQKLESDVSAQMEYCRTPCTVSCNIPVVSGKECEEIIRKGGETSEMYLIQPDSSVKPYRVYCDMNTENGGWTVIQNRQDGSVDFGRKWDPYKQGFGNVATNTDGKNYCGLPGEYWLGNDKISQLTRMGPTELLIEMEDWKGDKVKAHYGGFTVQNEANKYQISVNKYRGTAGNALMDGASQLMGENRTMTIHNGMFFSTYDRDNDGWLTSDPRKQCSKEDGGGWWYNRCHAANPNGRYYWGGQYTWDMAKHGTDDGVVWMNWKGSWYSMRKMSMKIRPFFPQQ
PLC-gamma1 inh: blocks human PLC-gamma1 enzyme activity; P19174; purified PLC-gamma1, fluorogenic substrate, fluorescence; inhibition, % at 12.2 µM; actives 0.84% (n = 370,000); AID 720700; in the data active = inhibition above about 9.5%
ADAM17 inh: inhibits human ADAM17 | P78536 | recombinant ADAM17, EDANS/DABCYL FRET peptide cleavage | inhibition, % at 6.95 µM | actives 0.83% (n = 370,000) | AID 720648;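 active = inhibition above the mean of compounds lying between control limits plus 3 SD, set per campaign, cut at about 8.5% in these data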;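 also: 0% = DMSO-only wells as the low control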
Tn7 DDE FP: disrupts Tn7 cyclic peptide binding to fibrin D-Dimer-E complex | actives 0.13% (n = 370,000) | P02675 | inhibition, % at 8.3 µM | FP displacement of FITC-Tn7 peptide from fibrin DD(E); 0% = median of compound wells per plate;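 active = inhibition above the mean of compounds falling within the control limits plus 3 SD of them, cut at about 14% in these data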;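 also: 0% = plate median of compound wells and 100% = 10 µM Aha-Tn7 peptide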
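Assay system: Human clot-derived fibrin DD(E) complex | Buffer or medium: Tris/NaCl/CaCl2 buffer, pH 7.8 | Repeats: One replicate per compound | Benchmarks: Aha-Tn7 high control | Measure: % inhibition scaled between sample-field median and high-control FP | Schedule: 10 min plus 3 h, room temperature | Signal: Fluorescence polarization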
ARFGAP1 inh: rat ARFGAP1 inhibition | Q62848 | Arfgap1-stimulated ARF1 GTP hydrolysis, GDP FP detection | inhibition, % at 16.5 µM | actives 0.26% (n = 360,000);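 active = inhibition above a per-plate limit, mean inhibition of low control wells plus 3 SD, cut at about 25% in these data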;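 also: 0% = DMSO wells with enzyme and 100% = wells lacking Arfgap1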
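Material: truncated rat Arfgap1 GAP domain; Incubation: compound-enzyme preincubation 20 min, reaction 120 min, detection 60 min, 25 °C; Read-out: percent inhibition of Arfgap1-stimulated GTP hydrolysis; Technique: FP, GDP Alexa 633 tracer displaced from anti-GDP antibody, 620/688 nm; Controls: No-Arfgap1 wells (100%) versus DMSO full-reaction wells (0%); Replication: single well per compound.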
Starred values were filed as active, the others as inactive; i = inactive.

SMILES	ADAM10 inh	SIAE inh	ASAP1 inh	PLC-beta3 inh	TDP2 absorb	DDE Tn6 FP inh	PLC-gamma1 inh	ADAM17 inh	Tn7 DDE FP	ARFGAP1 inh
COc1ccc(C(=O)NC(CO)c2nnc(SCc3ccc(Cl)c(Cl)c3)n2C)cc1 (stereo not drawn)	4.4	10.3	8.0	-2.7	2.6	-2.4	-4.3	2.8	1.1	-3.0
CN(NC(=O)c1ccccc1F)c1ncccc1[N+](=O)[O-]	-4.2	-0.2	-3.7	-5.8	10.1	-3.1	2.1	-2.4	-4.0	-5.1
O=C(COC(=O)c1cc(-c2cccs2)nc2ccccc12)NC1CCS(=O)(=O)C1 (stereo not drawn)	i	1.2	10.4	i	-2.6	0.3	i	-385.8	3.7	9.3
COc1ccc(NC(=O)CN2C(=O)NC(C)(C3CC3)C2=O)cc1S(=O)(=O)N1CCOCC1 (stereo not drawn)	-9.1	7.5	0.3	-4.0	-10.3	10.6	0.0	-6.1	6.9	-7.2
CCCN(CC(=O)Nc1ccccc1OC)C(=O)c1cc(-c2cccs2)nn1-c1ccccc1	7.8	-4.2	-6.7	-1.0	-20.3	5.5	-2.7	6.8	-2.4	1.9
Cc1cc(C)c(S(=O)(=O)c2ccccc2)c(OC(=O)c2c(F)cccc2F)n1	-2.1	0.5	25.6*	2.4	0.5	1.1	1.3	-0.1	-3.0	21.3
C=CCN(C(=O)C1CSC2(C)CCC(=O)N12)c1nc(-c2ccccc2)cs1 (stereo not drawn)	-6.7	-5.4	-13.9	-4.6	-18.1	1.4	8.2	1.5	-6.2	-1.0
Cc1cccc(C(=O)N2CCNC(=O)C2CC(=O)Nc2cccc(Cl)c2)c1 (stereo not drawn)	6.7	16.4	1.4	-4.4	-9.8	-1.2	8.2	-17.6	4.0	-10.9
COc1ccc(CNC(=O)C2Cc3c(-c4ccc5c(c4)OCO5)ccnc3O2)cc1OC (stereo not drawn)	-40.2	-3.8	14.4	-3.8	-3.3	6.2	-2.3	-11.4	-2.1	-7.7
Cc1c(Cl)cccc1NC(=O)CNCc1ccccc1F	-4.5	-7.1	-3.0	-2.1	-6.8	4.4	0.4	-1.5	2.2	-2.1
CN1C(=O)/C(=C2\SC(=S)N(CCCCCC(=O)O)C2=O)c2ccccc21	2.0	-4.5	-0.1	-4.1	-8.6	3.3	0.0	-8.4	0.4	-0.7
COc1cccc(NC(=O)CN(C)C(=O)c2ccc3[nH]c4c(c3c2)CC(C)CC4)c1 (stereo not drawn)	1.4	8.7	11.2	-0.6	-9.6	0.9	-0.1	-1.1	0.1	10.9
CCCCCCCCN1C(=O)[C@H](CC(=O)NCCC(C)C)C[C@@]2(C(=O)OCC)CCCC=C12	-6.4	-7.3	15.5	0.3	-8.3	-1.6	-1.2	-0.4	4.4	-0.5
C/C(CC(=O)Nc1cccnc1)=N\NC(=O)C(C)Oc1ccc(Cl)cc1Cl (stereo not drawn)	-7.9	-0.4	2.4	-9.1	-15.6	5.2	-4.8	-105.5	2.9	1.6
Cc1ccc(N(C(C)C(=O)NCc2ccncc2)S(C)(=O)=O)cc1C (stereo not drawn)	-1.5	10.5	-1.7	1.2	2.7	-1.0	-3.0	-0.4	4.7	-1.9
COC(=O)[C@H](C(C)C)N(Cc1ccccc1)S(=O)(=O)CCN1CCN(c2ccccc2)CC1	0.1	11.9	0.3	3.6	4.7	4.6	5.2	3.0	-2.8	-7.5
Cn1cc(S(=O)(=O)c2ccccc2)c(=O)c2cc(Cl)ccc21	-3.5	8.2	9.5	-6.4	22.5	-1.4	1.9	-1.6	6.0	12.4
Cc1ccc2c(c1)nnn2C1CCN(S(=O)(=O)c2ccc3ccccc3c2)CC1	11.5	-5.9	1.7	1.1	10.6	-10.6	0.1	4.8	-5.8	-1.2
CCN(c1ccccc1)S(=O)(=O)c1ccc(Cl)c(C(=O)NCC2CCCO2)c1 (stereo not drawn)	11.1	-10.4	3.5	-2.7	-2.4	0.6	12.5*	-0.7	1.5	-11.3
Cn1c(=O)c(C#N)c(-c2ccc(F)cc2)c2cc(C(=O)c3cc(Cl)cc(Cl)c3O)cnc21	16.7	-3.1	0.7	-6.7	1.1	0.8	-2.4	3.5	2.6	-10.4
OCCNc1ncnc2c1ncn2[C@H]1CN(Cc2ccc3c(c2)OCO3)C[C@@H](CO)O1	0.8	-2.0	-6.7	8.6	-14.1	-4.2	4.2	6.2	-2.9	-1.0
CCNC(=S)N1CC(C)OC(C)C1 (stereo not drawn)	5.0	2.6	-0.3	3.1	6.1	7.7	0.6	-0.1	5.4	-0.1
Cc1ccc(Cl)cc1Nc1nc(N2CCOCC2)nc(N2CCOCC2)n1	-1.4	-4.8	-13.5	-2.7	18.5	1.5	0.8	-1.8	-5.6	13.0
CCOC(=O)/C(C#N)=C/c1ccc(OC)c(OC)c1	-0.6	-0.8	3.6	3.1	-0.1	6.1	1.0	-0.9	4.0	-0.3
O=C(c1ccc(NC2=NC3CS(=O)(=O)CC3S2)cc1)N1CCN(c2ccccc2)CC1 (stereo not drawn)	-10.1	6.0	-18.9	1.4	-2.1	4.2	3.0	-3.9	0.5	-8.3

Brought forward from above: 2 compounds, then new ones.
SMILES	ADAM10 inh	SIAE inh	ASAP1 inh	PLC-beta3 inh	TDP2 absorb	DDE Tn6 FP inh	PLC-gamma1 inh	ADAM17 inh	Tn7 DDE FP	ARFGAP1 inh
CCOC(=O)/C(C#N)=C/c1ccc(OC)c(OC)c1	-0.6	-0.8	3.6	3.1	-0.1	6.1	1.0	-0.9	4.0	-0.3
O=C(c1ccc(NC2=NC3CS(=O)(=O)CC3S2)cc1)N1CCN(c2ccccc2)CC1 (stereo not drawn)	-10.1	6.0	-18.9	1.4	-2.1	4.2	3.0	-3.9	0.5	-8.3
Cc1ccc(S(=O)(=O)Nc2cccc(C(=O)NCC(c3ccco3)N3CCCC3)c2)cc1F (stereo not drawn)	1.4	-7.1	5.0	-12.3	1.3	-6.7	-5.2	-4.8	0.5	21.0
CC(C)Cc1ccc(/C=C/C(=O)N2CCCCC2)cc1	1.4	2.8	-6.0	-9.4	-10.7	-2.9	-1.6	-4.3	0.4	-14.2
O=C(Nc1cccc(-c2cccc(F)c2)c1)C1CCN(C2CCC2)CC1	2.6	-1.9	-1.2	-6.3	3.4	1.5	5.7	-2.8	-0.1	-9.9
Cc1ccc(NS(=O)(=O)c2cccc(C(=O)Nc3cccnc3)c2)c(C)c1	-5.8	-10.1	6.1	1.0	-4.0	-4.8	1.9	-3.4	0.3	-3.8
S=C1Nc2ccccc2CS1	-4.7	6.9	1.3	1.9	4.2	4.6	0.6	-5.0	2.7	-5.4
CC(=O)Nc1c([N+](=O)[O-])cc2[nH]c(=O)[nH]c2c1[N+](=O)[O-]	-4.2	-1.1	-9.0	11.5*	-15.6	-4.4	12.4*	3.0	-1.1	-1.8
CCOc1ccccc1Oc1c(C)oc2c(CN3CCN(C)CC3)c(O)ccc2c1=O	i	3.4	-3.6	i	-19.1	-1.2	i	i	-1.4	-10.7
Cc1cc(C)n(-c2nc(-c3ccccc3)cs2)n1	-0.3	-3.2	-0.3	1.6	-5.2	2.5	-1.6	1.7	11.6	-4.1
CCOc1ccc(NC(=O)CC2C(=O)NCCN2C(=O)c2ccc(Cl)cc2)cc1 (stereo not drawn)	-4.5	-4.5	-8.5	-2.8	1.8	-0.3	-1.5	-1.8	-1.0	-3.1
Cc1ccc(OCCCc2c(C)n[nH]c2C)cc1	3.4	-2.5	-2.0	2.8	11.3	-2.1	0.5	0.5	-3.9	-14.4
CS(=O)(=O)c1ccccc1C(=O)N1CCN(S(=O)(=O)c2ccc(C3CCCCC3)cc2)CC1	-3.7	4.5	2.9	-6.6	10.6	6.5	-0.4	-4.8	-7.2	-2.4
CC(NC(=O)C12CC3CC(C1)CC(n1cncn1)(C3)C2)C12CC3CC(CC(C3)C1)C2 (stereo not drawn)	-0.6	-2.6	9.2	3.3	-2.4	-1.6	2.4	-2.3	11.4	-15.2
Cc1c(C(=O)Nc2nccs2)oc2ccccc12	-30.3	1.5	4.6	-13.7	7.4	-1.3	-5.0	-11.1	0.6	1.1
OC[C@@H]1CN(Cc2ccc(F)cc2)C[C@H](n2cnc3c(N4CCOCC4)ncnc32)O1	-9.6	-3.4	-0.2	-0.3	2.4	0.7	-1.2	-6.2	-8.7	-5.5
COCCCN1C(=O)C(=O)/C(=C(/O)c2ccc(OC)cc2)C1c1ccc(O)c(OC)c1 (stereo not drawn)	5.2	3.6	16.6	1.1	-0.9	6.4	3.8	-2.8	0.8	11.7
COc1ccc(SC2=C[C@@]3(O)CC[C@@H](O)[C@@](Sc4ccc(OC)cc4)(C2=O)[C@H]3O)cc1	-8.2	-4.9	-4.2	-78.2	0.5	0.0	-58.4	-2.8	-7.7	-1.1
Cc1ccc(NS(=O)(=O)c2ccc(-n3cccn3)cc2)c(Br)c1	4.3	0.8	-4.3	-3.3	3.0	1.5	1.8	-0.9	8.4	6.4
O=C(NC1CCCCC1)C(c1ccc(F)cc1)N(Cc1ccco1)C(=O)Cn1nnc2ccccc21 (stereo not drawn)	2.5	-5.9	0.1	5.2	7.9	5.5	-0.9	-0.1	-5.0	-4.0
O=C(O)CN1C(=O)/C(=C\c2cccc(OCc3ccc(F)cc3)c2)SC1=S	-0.1	-6.4	0.9	-14.9	11.5	2.8	-4.8	-4.4	6.6	-3.0
COc1ccc(Nc2ncc(C(=O)N3CCN(Cc4ccccc4)CC3)c3ccccc23)cc1	-7.9	8.4	4.7	-77.7	-1.1	-8.8	-70.9	-5.5	-0.5	6.4
Cc1nc([N+](=O)[O-])cn1CCCCN1C(=O)c2ccccc2C1=O	17.0	-0.1	4.4	1.1	-19.5	3.0	10.5*	4.4	0.2	-1.4
CC1(C(=O)NS(=O)(=O)c2ccccc2C(F)(F)F)CCN1C(=O)CCc1ccccc1 (stereo not drawn)	-4.2	-4.8	7.5	-0.7	5.6	1.0	0.6	0.2	7.0	-5.3
COC1CCCCC1NS(=O)(=O)c1ccccc1 (stereo not drawn)	1.7	2.0	-13.4	2.4	5.8	-3.8	-1.9	-1.2	7.2	6.8
CC(C)N(CC(N)=O)C(=O)c1sc2cc(F)ccc2c1Cl	2.5	4.5	1.5	0.9	7.4	5.9	1.5	-3.1	2.6	-1.0
COc1ccncc1-c1ccccc1C1=CC(=O)CC(C)(C)C1=O	-22.0	-2.3	-7.5	-29.5	13.9	4.0	-19.4	-7.6	0.7	-7.1

Structures listed so far shown as hits in PLC-beta3 inh.
SMILES	ADAM10 inh	SIAE inh	ASAP1 inh	PLC-beta3 inh	TDP2 absorb	DDE Tn6 FP inh	PLC-gamma1 inh	ADAM17 inh	Tn7 DDE FP	ARFGAP1 inh
CC(=O)Nc1c([N+](=O)[O-])cc2[nH]c(=O)[nH]c2c1[N+](=O)[O-]	-4.2	-1.1	-9.0	11.5*	-15.6	-4.4	12.4*	3.0	-1.1	-1.8
